ST2 inh = inhibitors of human ST2 (IL1RL1) binding to IL-33, primary screen, biochemical, AlphaLISA; Interleukin-1 receptor-like 1 (Homo sapiens), Q01638; AlphaLISA ST2-Fc/biotin-IL-33 interaction, 1 h; inhibition, % for hits at 17 µM; 2.3% of 78,000 active; AID 1259354, 2018; in the data active = inhibition above about 30%; inconclusive = mostly about 10% to 28%
Target sequence (Q01638 whole entry, looked up): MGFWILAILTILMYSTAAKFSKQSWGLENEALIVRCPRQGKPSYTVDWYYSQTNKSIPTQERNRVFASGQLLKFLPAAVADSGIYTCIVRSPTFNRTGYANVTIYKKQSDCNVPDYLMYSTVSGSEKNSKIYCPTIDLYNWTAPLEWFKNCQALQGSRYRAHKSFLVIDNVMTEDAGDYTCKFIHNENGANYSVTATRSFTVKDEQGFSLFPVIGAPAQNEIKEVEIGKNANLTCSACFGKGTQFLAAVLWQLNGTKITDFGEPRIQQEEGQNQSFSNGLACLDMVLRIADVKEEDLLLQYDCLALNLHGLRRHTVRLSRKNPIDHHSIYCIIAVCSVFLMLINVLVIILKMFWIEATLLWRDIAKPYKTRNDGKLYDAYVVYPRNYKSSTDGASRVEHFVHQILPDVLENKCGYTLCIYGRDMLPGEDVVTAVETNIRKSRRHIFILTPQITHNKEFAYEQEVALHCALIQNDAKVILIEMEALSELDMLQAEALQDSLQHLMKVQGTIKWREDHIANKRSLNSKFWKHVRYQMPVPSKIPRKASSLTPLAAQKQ
Starred values were filed as active, the others as inactive; i = inactive; ? = inconclusive. Only part of the results is shown; rates above refer to the full screens.

> CCCc1cc2c(=O)c(-c3nc(C)cs3)c(C)oc2cc1OC(C)=O
  ST2 inh: ?

> Cc1cccc(CN(C)CCN(C)C)c1
  ST2 inh: i

> COc1nccnc1-c1ccc(C(C)N2CCCCC2)cc1 (centres undefined)
  ST2 inh: i

> COc1cc(/C=C2\C(=O)ON=C2C)cc(Br)c1O
  ST2 inh: ?

> O=C(C1CC1)N1CCN=C1SCc1ccc(Br)cc1
  ST2 inh: i

> CCC(C)NC(=O)C1(O)c2cc(Br)ccc2NC(=O)N1c1ccc(Cl)cc1 (centres undefined)
  ST2 inh: i

> O=C(c1ccc2ccccc2c1)N1CCN=C1SCc1cccnc1
  ST2 inh: ?

> CC1=C(C(=O)OCc2ccc(C)cc2)C(c2ccc(N(C)C)cc2)NC(=O)N1 (centres undefined)
  ST2 inh: ?

> O=c1[nH]nc(CCn2cccn2)n1-c1ccccc1-c1ccccc1
  ST2 inh: ?

> COc1ccccc1C1CC(c2ccc(F)cc2)Nc2nc(N)nn21 (centres undefined)
  ST2 inh: ?

> O=C(CN1CCN(Cc2cccc(Cl)c2)C1=O)NCC1CCCO1 (centres undefined)
  ST2 inh: i

> COc1ccc(CCNC(=O)CCc2nc3sc4c(c3c(=O)[nH]2)CCCC4)cc1OC
  ST2 inh: i

> CC(C)CCN1CC(C(=O)NC2CCCCC2)CC1=O (centres undefined)
  ST2 inh: i

> CCNc1ncc(C(=O)N(C)Cc2cc3cc(F)ccc3[nH]2)cn1
  ST2 inh: ?

> CC1=C(C(N)=O)C(c2ccc(Cl)cc2)n2nc(SCc3ccccc3)nc2N1 (centres undefined)
  ST2 inh: ?

> CC(C)NC(=O)C[C@@H]1O[C@H](CNC[C@H]2O[C@@H](CC(=O)NC(C)C)[C@H](O)[C@@H]2O)[C@@H](O)[C@H]1O
  ST2 inh: ?

> CCNC(=O)N[C@H]1CC[C@]2(C)CC[C@@H]([C@H](C)C(=O)N3CCCCC3)[C@H](O)[C@H]2[C@@H]1C
  ST2 inh: i

> COc1cc(C2C(C#N)=C(N)OC3=C2C(=O)CCC3)cc(Br)c1OC (centres undefined)
  ST2 inh: i

> O=S1(=O)CCC(N2CCCCC2)C1 (centres undefined)
  ST2 inh: ?

> CC1=C(C(=O)Nc2ccc(C)cn2)C(c2cccc([N+](=O)[O-])c2)C2=C(CCCC2=O)N1 (centres undefined)
  ST2 inh: i

> COc1ccccc1OCC(=O)Nc1ncc(Cc2ccc(Cl)cc2)s1
  ST2 inh: i

> Cc1ccc(-c2noc(CCC(=O)Nc3ccccn3)n2)cc1
  ST2 inh: i

> CCOC(=O)c1c(N)c2cc([N+](=O)[O-])cnc2n1C
  ST2 inh: i

> NC(C(=O)O)C(O)c1ccccc1 (centres undefined)
  ST2 inh: i

> CCCOc1cc(C)c2c(c1C)C[C@H]([C@H](C)C(=O)N1CCN(CCO)CC1)CC2
  ST2 inh: i

> COc1ccc(C)cc1S(=O)(=O)N1CCN(C(c2ccccc2)c2ccccc2)CC1
  ST2 inh: i

> COc1ccc(-c2nn(-c3ccccc3C)cc2CN2CCCC2c2nonc2C)cc1F (centres undefined)
  ST2 inh: i

> COC(=O)c1c(NC(=O)c2cc3ccccc3oc2=O)sc2c1CCN(Cc1ccccc1)C2
  ST2 inh: i

> O=C(NCCCN1CCCC1)c1cc2cc3ccc(Cl)cc3nc2o1
  ST2 inh: i

> Cc1cc2c3c(c1)C1C=CCC1C(C(=O)O)N3CC1CC=CC21 (centres undefined)
  ST2 inh: 33%*

> CN1CC2(CCCN(C(=O)CCn3nnc4ccccc43)C2)OC1=O (centres undefined)
  ST2 inh: i

> COc1ccccc1C1CC(=O)N2CN(c3ccc(C)cc3)CSC2=C1C#N (centres undefined)
  ST2 inh: i

> CNC(=O)C1CCC(Cn2c(=O)c3sccc3n(CC(=O)Nc3cccc(C(C)=O)c3)c2=O)CC1 (centres undefined)
  ST2 inh: i

> COc1ccc(/C=C2\SC(N3CCCCC3)=NC2=O)cc1OC
  ST2 inh: i

> Cn1c(-c2nccn2CCCc2ccncc2)nc2ccccc21
  ST2 inh: i

> Cc1[nH]nc(CCC(=O)N2CCc3c(nc[nH]c3=O)C2)c1C
  ST2 inh: i

> CC(C)NC[C@H]1O[C@@H](CO)[C@@H](O)[C@H]1N1CCN(c2ncccn2)CC1
  ST2 inh: i

> C=CCN1C(=O)c2ccccc2Sc2ccc(C(=O)NCc3cccs3)cc21
  ST2 inh: i

> COC(=O)CC(O)C1OC(c2ccccc2)C(O)C1O (centres undefined)
  ST2 inh: i

> Cc1ccnc(NC(=O)C(NC(=O)C2CCC(C)CC2)C(C)C)c1 (centres undefined)
  ST2 inh: i

> Clc1ccc2nc(CSc3nncn3-c3ccccc3)c(Cl)n2c1
  ST2 inh: i

> Cc1ccccc1Cn1cnc2c(cnn2-c2ccccc2)c1=O
  ST2 inh: i

> O=C(c1cccc2c1NCCC2)N1CC[C@@H](c2ccc3c(c2)OCO3)[C@H](O)C1
  ST2 inh: ?

> CCN(C(=O)c1cc2cc3ccc(OC)cc3nc2o1)c1cccc(C(F)(F)F)c1
  ST2 inh: ?

> COC(=O)c1ccc(C(=O)N2CC(=O)N(Cc3cccnc3)CC(OCc3ccccc3)C2)cc1 (centres undefined)
  ST2 inh: ?

> CCCn1cnc2cc(NCc3cc(OC)ccc3OC)ccc21
  ST2 inh: ?

> O=C(CSc1nc2c(c(=O)n1-c1ccccc1)SCC2)N1CCN(c2ccccc2)CC1
  ST2 inh: ?

> O=C1S/C(=C\c2ccccc2Cl)C(=O)N1c1ccc(O)cc1
  ST2 inh: 38%*

> COc1ccc(S(=O)(=O)N(CC(=O)NC2CC2)c2ccccc2OC)cc1
  ST2 inh: i

> O=C(CCNC(=O)c1ccccc1F)NC[C@@H]1C[C@@H]2C=C[C@H]1C21CC1
  ST2 inh: i

> CCc1nccc(CN2CCCn3nc(C(=O)OC)cc3C2)n1
  ST2 inh: ?

> Cc1noc(NS(=O)(=O)c2ccc(NC(=O)c3cccc(Br)c3)cc2)c1C
  ST2 inh: i

> CCOC(=O)Cn1c(=O)n(-c2ccc(C)c(C)c2)c2nc(-c3cccc(F)c3F)nc(C(N)=O)c21
  ST2 inh: i

> Cc1cc(C)n(-c2ccc(NC(=O)C3CCCCN3C(=O)C(=O)c3ccccc3)cc2)n1 (centres undefined)
  ST2 inh: i

> c1ccc2c(NCCCN3CCOCC3)c3c(nc2c1)CCC3
  ST2 inh: ?

> O=C(O)/C(=C/c1ccc2c(c1)OCO2)NC(=O)c1ccccc1Br
  ST2 inh: i

> O=C(CN1C(=O)c2ccccc2S1(=O)=O)N1CCN(c2ccccc2)CC1
  ST2 inh: i

> CCC(=O)N1CCc2cc(S(=O)(=O)NC(C(=O)Nc3cccc(C)n3)C(C)C)ccc21 (centres undefined)
  ST2 inh: i

> Clc1ccc2nc(-c3ccco3)c(Nc3ccc4c(c3)OCO4)n2c1
  ST2 inh: i

> CCOc1cc2c(cc1OCC)C1C(C(=O)NC3CCCC3)c3ccccc3C(=O)N1CC2 (centres undefined)
  ST2 inh: i

> O=[N+]([O-])c1ccc(-c2nc3ccccc3o2)cc1
  ST2 inh: i

> NC(=O)c1ccc(NC(=O)c2cc(Br)ccc2Cl)cc1
  ST2 inh: i

> CC1CC(C)CN(S(=O)(=O)c2ccc(C(=O)Nc3nc(-c4cccnc4)cs3)cc2)C1 (centres undefined)
  ST2 inh: ?

> CCS(=O)(=O)N1CCCC(C(=O)NC2CCCC(C)C2C)C1 (centres undefined)
  ST2 inh: i

> Cc1ccn2c(NC(=O)c3ccc4c(c3)OCO4)c(-c3cccs3)nc2c1
  ST2 inh: ?

> C=CCc1cc(Cl)ccc1OCCn1ccnc1
  ST2 inh: i

> O=C(c1cccc(-c2cn[nH]c2)c1)N1CCOC(CCCc2ccccc2)C1 (centres undefined)
  ST2 inh: i

> c1ccc(C2=Nc3ccccc3SC2)cc1
  ST2 inh: i

> CC1(C(=O)NC2CCCC2)CCC(=O)N1Cc1ccc(F)cc1 (centres undefined)
  ST2 inh: i

> CCc1ccccc1NC(=O)c1cccc(C)c1
  ST2 inh: i

> O=C(O)c1cccc(N2COc3ccc4cc(Br)ccc4c3C2)c1
  ST2 inh: i

> N#Cc1c(-c2ccco2)nc(SCC(=O)Nc2cccc(Cl)c2)[nH]c1=O
  ST2 inh: i

> CCN(CC)CC(=O)Nc1c(C(=O)OC)[nH]c2ccc(Br)cc12
  ST2 inh: ?

> COc1cc(NC(=O)NC[C@H]2O[C@@H](CO)[C@@H](O)[C@@H]2N(C)Cc2ccccc2)cc(OC)c1
  ST2 inh: i

> COC(=O)c1c(C)oc2cc(Br)c(OCC(=O)C(C)(C)C)cc12
  ST2 inh: ?

> O=C(Nc1c(-c2ccc(F)cc2)nc2ccccn12)c1ccccc1
  ST2 inh: i

> CCN(CC)S(=O)(=O)c1ccc(Cl)c(C(=O)Nc2cccnc2)c1
  ST2 inh: ?

> O=C(CN1CCN(Cc2ccc(Cl)cc2)C1=O)NCc1cccnc1
  ST2 inh: i

> COc1cc([N+](=O)[O-])ccc1NC(=O)c1cc(Br)ccc1OC
  ST2 inh: i

> Cc1ccc2nc(SCC(=O)Nc3ccc(C)c(C)c3)[nH]c2c1
  ST2 inh: i

> CCn1cc(C(=O)NCc2cccs2)c(=O)c2cc(S(=O)(=O)N3CCOCC3)ccc21
  ST2 inh: i

> O=C([C@@H]1C[C@@H]1c1ccccc1)N1CCOCC1
  ST2 inh: i

> CCOC(=O)C1C(=O)C=C(c2ccco2)CC1c1ccc(N(C)C)cc1 (centres undefined)
  ST2 inh: ?

> O=S(=O)(c1cccc2c(Cl)cccc12)N1CCCNCC1
  ST2 inh: ?

> Cc1sc2ncnc(SCC(=O)NC(Cc3ccccc3)C(=O)O)c2c1C (centres undefined)
  ST2 inh: i

> Cc1c(C(=O)NC2CCCCC2C)oc2ccc(S(=O)(=O)N3CCCC3)cc12 (centres undefined)
  ST2 inh: i

> CC1=C(C(=O)NCCc2ccccc2)C2(CCN(S(=O)(=O)c3cccs3)CC2)OC1=O
  ST2 inh: i

> CCC(=O)N1N=C(c2cccs2)CC1c1ccc(C)cc1 (centres undefined)
  ST2 inh: ?

> c1ccc(COCCN2CCCC3(CCNC3)C2)cc1 (centres undefined)
  ST2 inh: i

> COc1ccc(NC(=O)CN(C)S(=O)(=O)c2ccc(C(=O)N3CCOCC3)s2)cc1
  ST2 inh: i

> Cc1ccc(C(=O)Nc2ccc(NC(=O)c3cccs3)cc2)cc1[N+](=O)[O-]
  ST2 inh: i

> CC(C)CCNC(=O)Cn1c(=O)n(CC2CCC(C(=O)NC(C)C)CC2)c(=O)c2sccc21 (centres undefined)
  ST2 inh: i

> O=C(C1c2ccccc2Oc2ccccc21)N1CCN=C1SCc1cccc([N+](=O)[O-])c1
  ST2 inh: ?

> CC(Cc1ccc2c(c1)OCO2)CN1CCC(n2nccc2NC(=O)C(C)(C)C)CC1 (centres undefined)
  ST2 inh: ?

> COc1ccc(C2Sc3nncn3N2Cc2ccc(C#N)cc2)cc1 (centres undefined)
  ST2 inh: i

> O=c1[nH]nc(C2CCC2)n1-c1ccc2c(c1)OCO2
  ST2 inh: ?

> Cc1nc2ccccc2c2c1C(=O)N(C(C)Cc1ccccc1)C2=O (centres undefined)
  ST2 inh: 34%*

> CC(=O)N1CCC(C(=O)NC2CC(C)(C)Oc3cc(C)ccc32)CC1 (centres undefined)
  ST2 inh: i

> CCC(C)Sc1oc(-c2ccco2)nc1S(=O)(=O)c1ccccc1 (centres undefined)
  ST2 inh: i

> CC(C)(C)CC(=O)N1C[C@@H]2C[C@H](C1)c1ccc(NS(=O)(=O)c3ccccc3C#N)c(=O)n1C2
  ST2 inh: i

> CN1CCN(C(=O)C2CNCCN2C(=O)c2ccc(Cl)cn2)CC1 (centres undefined)
  ST2 inh: i

> CCn1cc(C(=O)N2CCCC2)c(=O)c2cc(S(=O)(=O)N(C)C3CCCCC3)ccc21
  ST2 inh: i

> CCOc1ccccc1C1C(C(=O)Nc2ccccc2)=C(C)Nc2nnnn21 (centres undefined)
  ST2 inh: i

> O=C(O)C1CCCCC1C(=O)NCCc1ccccc1 (centres undefined)
  ST2 inh: i

> CCOc1ccc(C2Nc3cccc4cccc(c34)N2)cc1
  ST2 inh: 36%*

> CCS(=O)(=O)CCCc1nnc(NC(=O)Nc2cccc(C(F)(F)F)c2)s1
  ST2 inh: ?

> COc1cccc(NC(=O)NC[C@H]2O[C@@H](CO)[C@@H](O)[C@H]2N2CCC(C)CC2)c1
  ST2 inh: i

> COc1ccc(C(=O)NCCn2cc(SCc3ccc(F)cc3)c3ccccc32)cc1
  ST2 inh: i

> Oc1cc(-c2cccc(Cl)c2)cc2c1OCCN(CCN1CCOCC1)C2
  ST2 inh: i

> CN(C(=O)CNC(=O)Cn1cnc2sc3c(c2c1=O)CCCC3)c1ccc(Cl)cc1
  ST2 inh: i

> CCc1nc(N2CCOCC2)c(C#N)c2c1CCCC2
  ST2 inh: i

> COc1cccc(Cn2c(CNS(=O)(=O)c3cccc([N+](=O)[O-])c3)nc3cccnc32)c1
  ST2 inh: i

> Nc1ncccc1CN1CCC(Cc2cccc(C(=O)O)c2)C1 (centres undefined)
  ST2 inh: ?

> CCC(C)OC1CCS(=O)(=O)C1 (centres undefined)
  ST2 inh: i

> Cc1ccc2nc(SCC(=O)Nc3ccc(F)c(F)c3)[nH]c2c1
  ST2 inh: i

> C=CCN(C(=O)c1ccccc1NC)C(C)C
  ST2 inh: i

> O=C(Nc1cccc([N+](=O)[O-])c1)c1ccncc1
  ST2 inh: ?

> CC(=O)c1cc(C(=O)NC2CC(=O)N(C3CCCCCC3)C2)[nH]n1 (centres undefined)
  ST2 inh: i

> O=C(CN1CCN(CCOCCO)CC1)Nc1ccc(OC(F)(F)F)cc1
  ST2 inh: i

> COc1ccc(OCCN(C)Cc2ccccc2)cc1
  ST2 inh: i

> CSc1ccc(NC(=O)NCc2cccnc2N(C)C)cc1
  ST2 inh: ?

> O=C(CCS(=O)(=O)c1ccccc1)N1CCn2c(nc3ccccc32)C1
  ST2 inh: i

> Cc1[nH]cnc1CSCCNC(=O)CC1COCCN1 (centres undefined)
  ST2 inh: i

> COc1cc(C(Nc2cccc(C)n2)c2ccc3ccc(C)nc3c2O)ccc1O (centres undefined)
  ST2 inh: i

> Nc1ccc2sc(-c3ccccc3O)nc2c1
  ST2 inh: ?

> CCc1cnc(N2CC[C@@H](c3ccc4ccccc4c3)[C@H](O)C2)nc1
  ST2 inh: i

> O=C1NC(=S)S/C1=C\c1cc(Br)ccc1OCc1ccccc1Br
  ST2 inh: ?

High-throughput results deposited in PubChem by IUPUI and University of Michigan.
